Screening data as filed in PubChem BioAssay.
GLP1R inv ag: inverse agonists of human GLP-1 receptor. P43220. HEK293 GLP-1R CRE-luciferase, luminescence, 24 h; GLP-1R form is constitutively active. Potency, µM (doses to about 38.3 µM), for inactives: top-dose activity change, negative = inhibition, actives largely listed as inhibitors. hit rate 1.6% among 410,000. AID 624417; also: potency is read from the fitted curve at half-maximal effect; % is scaled to controls: 0 for no effect and ±100 for the full control effect; nearly all actives have a fitted effect of over 55% in size
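Cells are plated, allowed 12 hours at 37 deg C, then treated with compounds for 24 hr before luciferase detection reagent is added and luminescence is read after 12 min at room temperature. The HEK293 line carries constitutively active GLP-1R with a cAMP-responsive reporter.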
aSyn yeast inh: rescues yeast growth from alpha-synuclein toxicity; Yeast expressing alpha-synuclein, growth rescue, BacTiter-Glo, 24 h; Potency, µM (series often up to 46.1 µM), for the others: top-dose growth rescue (activation), most hits filed as activators; hit rate 0.14% among 370,000; also: potency is read from the fitted curve at half-maximal effect; % of control where 0% means no effect; nearly all actives have a fitted effect of over 65% in size
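Rescue of yeast growth: cells expressing toxic alpha-synuclein, induced in galactose at OD600 0.02, incubated with compound 24 h at 30 C. ATP luminescence quantified growth; inhibitors of toxicity appear as activators.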
PTHR1 ag: PTHR1 (human) receptor agonism; Potency, µM (titrated, usually from 115 µM), inactives show top-dose activation, hits mostly activators; hit rate 0.075% among 410,000; AID 743266; HEK293 GP2 PTHR1 cells, GloSensor cAMP luminescence, 1 h; also: potency is read from the fitted curve at half-maximal effect; nearly all actives have a fitted effect of over 55% in size; some results filed as inactive show a strong effect at the top dose; inactives centre near -15; many of its hits are not listed in these tables
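HEK-293-derived GP2 cells expressing PTHR1 and a GloSensor cAMP reporter, 3,000/well, plated overnight, given luciferin plus IBMX (each 0.5 mM as added) for 1 h at 37 °C, then compound for 1 h at 37 °C. Luminescence was read after 15 min at room temperature.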
TDP43 rescue: TDP-43 toxicity inhibition in yeast. TDP-43 expressing yeast growth rescue, BacTiter-Glo, 24 h. Potency, µM (series often up to 46.1 µM), inactives show at the highest dose growth rescue (activation), actives largely listed as activators. hit rate 1.8% among 410,000. AID 652104; also: potency is read from the fitted curve at half-maximal effect; % of control where 0% means no effect; nearly all actives have a fitted effect of over 50% in size
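In this qHTS, compounds that restore growth of yeast expressing TDP-43 appear as activators. Cells (OD600=0.02, galactose medium, raffinose-pregrown) are incubated with compound 24 hr at 30 deg C and growth is quantified by BacTiter-Glo.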
Abeta rescue: restores growth of yeast expressing A-beta42 peptide | yeast expressing A-beta42, growth rescue, OD600, 48 h; response scale: 0% DMSO, 100% iron-clioquinol control | Potency, µM (doses to about 46.1 µM), without a hit: at the top dose growth rescue, actives largely listed as activators | hit rate 0.063% among 410,000 | AID 1347071; also: potency is read from the fitted curve at half-maximal effect; nearly all actives have a fitted effect of over 55% in size
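Growth rescue measured by 600 nm absorbance after 48 h yeast culture at 30 C with compound. Values normalized between DMSO and an equimolar ferric chloride plus clioquinol control.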
GLP1R cytotox: cytotoxicity counter-screen for GLP-1 receptor inverse agonists; hit rate 0.13% among 410,000; AID 624418; HEK293 cAMP-luciferase reporter cells, luminescence, 24 h; Potency, µM (highest dose often 38.3 µM), without a hit: at the top dose activity change, negative = inhibition, actives largely listed as inhibitors;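 also: loss of luciferase light is scored as toxicity; potency is read from the fitted curve at half-maximal effect; % is scaled to controls: 0 for no effect and ±100 for the full control effect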
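Step one: seed cells (200 cells/uL, DMEM with 10% Nu serum, 1% pen-strep). Step two: 12-hour incubation at 37 deg C. Step three: pin 23 nL compound, incubate 24 hr. Step four: add luciferase reagent, read luminescence 12 min later.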
FUS suppressor: rescues growth of FUS-expressing yeast; S. cerevisiae FUS-expressing, growth rescue, OD600, 24 h; Potency, µM (titrated, usually from 76.6 µM), without a hit: at the top dose growth rescue (activation), most hits filed as activators; hit rate 0.24% among 390,000;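 also: potency is read from the fitted curve at half-maximal effect; plate controls were DMSO vehicle for no effect and reference control for full effect; nearly all actives have a fitted effect of over 55% in size; some results filed as inactive show a strong effect at the top dose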
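Toxicity suppression screen in FUS-yeast. Cells induced with 2% galactose, starting OD 0.005, treated 24hr at 30C with compounds at multiple final concentrations; growth by OD600.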
Mm-Cpn inhibitor: blocks the Methanococcus maripaludis chaperonin Mm-Cpn; purified Mm-Cpn ATPase, ADP Transcreener TR-FRET; Potency, µM (highest dose often 76.9 µM), for inactives: at the highest dose activity, negative = inhibition, usual class: inhibitors; hit rate 0.031% among 330,000; AID 504842; also: potency is read from the fitted curve at half-maximal effect; % is scaled to controls: 0 for no effect and ±100 for the full control effect; nearly all actives have a fitted effect of over 80% in size
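ATP (10 uM final) was added to archaeal chaperonin (25 nM final) after 10 min exposure to test compound at 37°C; after 30 min further incubation, ADP was detected by competitive TR-FRET.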
Akt phos inh: inhibitors of Akt phosphorylation. Neuro2A IGF-stimulated pAkt S473 HTRF, 20 min; stronger effect = lower value. activity change, % for hits at 50 µM. hit rate 0.32% among 360,000. AID 651550; in the data active = activity change below about -80%; inconclusive = mostly about -51% to -80%; also: % is scaled to controls: 0 for no effect and ±100 for the full control effect
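Single-point screen (50 µM final compound) in Neuro2A cells stimulated 20 min with 6 nM IGF at 37 deg C. After lysis, Ser473-phosphorylated Akt read by HTRF (ex 330 nm, em 615/665 nm) as the 665/615 ratio.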
* marks the source's active call; other numbers are inactive results; i = inactive; ? = inconclusive; . = no result given; [ ] = remark or other dose. Unless noted, calls follow the shape of the dose curve; as a rule, active = well fitted curve in the direction sought with a large enough effect; inconclusive = small, poorly fitted or top-dose-only effect, or another doubt; inactive = no such curve, though single readings can be large; an effect the other way counts as inactive or inconclusive.

SMILES	GLP1R inv ag	aSyn yeast inh	PTHR1 ag	TDP43 rescue	Abeta rescue	GLP1R cytotox	FUS suppressor	Mm-Cpn inhibitor	Akt phos inh
CCOC(=O)CC1=C(C#N)C(c2cccnc2)C(C(=O)OCC)=C(N)O1 (configuration not stated)	-5%	-10%	i	4%	-19%	3%	-5%	-4%	i
CC12CCC(C(=O)OC3CCCCC3)(OC1=O)C2(C)C (configuration not stated)	-5%	5%	i	13%	10%	8%	-11%	-2%	i
COc1cc(C(=O)Nc2cc(C(F)(F)F)ccc2N2CCOCC2)ccc1OCC(=O)N1CCOCC1	9%	1%	i	24%	1%	0%	9%	2%	i
O=C(NCc1cccnc1)C(=O)NCC(c1ccco1)N1CCOCC1 (configuration not stated)	5%	2%	i	7%	4%	2%	-8%	-3%	i
O=C(NC1CCCC1)c1ccc(Br)o1	-1%	-2%	0%[57.5 µM]	-6%	-12%	-1%	4%	0%	i
COc1cc(/C=C(\C#N)c2nc(-c3cc4ccccc4oc3=O)cs2)ccc1O	9%	-5%	i	20%	-4%	16%	.	-2%	i
COc1cccc(OC)c1C(=O)NC(=S)Nc1ccc2c(c1)OCCO2	-20%	12%	-12%	7%	-24%	0%	15%	-4%	i
CN(C(=O)c1cc([N+](=O)[O-])ccc1N1CCCC1)C1CCCCC1	26%	6%	-5%	6%	2%	?	1%	0%	i
CCN1CCN(c2cc(C)c3cc(NC(=O)c4cccc(Cl)c4)ccc3n2)CC1	-30%	.	i	-2%	-10%	-2%	-9%	.	.
COc1ccc(OCc2cc(C(=O)N(C)Cc3cc(C4CC4)n[nH]3)no2)c(Cl)c1	?	14%	-27%	20%	.	8%	?	1%	i
COCCCN1C(=O)C(CC(=O)NCCN2CCOCC2)CC(C(=O)N(C)C)=C1C (configuration not stated)	13%	1%	-12%	0%	-9%	0%	-10%	.	i
COc1cc(CNC(=O)c2ccc(NC(=O)N3CCCCc4ccccc43)cc2)cc(OC)c1OC	?	.	-10%	0%	-3%	18%	36%	.	.
Cc1ccc(-c2nnc(N3CCOCC3)c3ccccc23)cc1S(=O)(=O)NCC1CCCO1 (configuration not stated)	16%	-15%	-14%[57.5 µM]	-13%	-9%	-17%	6%	0%	i
CN(C)CCNC(=S)Nc1ccc(Cl)cc1Cl	?	-1%	i	1%	-7%	-34%	-41%	0%	i
Cc1ccc(C)c(N2CCN(C(=O)Cn3c(=O)oc4cc(S(=O)(=O)N5CCCC5)ccc43)CC2)c1	-6%	1%	i	13%	-2%	2%	-15%	-1%	i
COCCn1c(SCC(=O)Nc2cc(C)on2)nc2ccccc21	-2%[7.66 µM]	3%	i	3%	-2%	-2%[7.66 µM]	-1%	-5%	i
O=c1oc2ccccc2cc1-c1csc(Nc2ccc(O)cc2)n1	-18%[0.307 µM]	-9%	-45%[inhibitor]	?	31%	-2%[0.307 µM]	10%	0%	i
CC(C)OCCCNC(=O)c1ccc2c(c1)S(=O)(=O)c1ccccc1C2=O	14%	8%	-32%[inhibitor]	17%	-17%	-14%	.	0%	i
COc1ccc(Cl)cc1C(=O)Nc1ccc2oc(-c3ccc(C(C)(C)C)cc3)nc2c1	-1%	.	-5%	2%	4%	0%	-17%	.	.
O=C(CSc1c2c(nc3cc(Cl)ccc13)CCCC2)NCCN1CCOCC1	35%[activator]	-1%	-22%	-19%[9.22 µM]	-5%	-15%	11%	-10%	i
C#CCn1c(COc2ccccc2C)nc2ccccc21	42%[activator]	.	-15%	?	6%	3%	-14%	.	.
CCc1ccc(OCC(=O)Nc2ncn[nH]2)cc1	4%	-5%	i	27%	-8%	7%	-17%	2%	i
O=c1[nH]c(SCc2cccc(F)c2)nc2ccccc12	12%	4%	i	18%	12%	7%	9%	2%	i
Cc1ccccc1NC(=O)COc1ccc2oc(=O)cc(C)c2c1	15%	-7%	i	12%	7%	-7%	-34%	0%	i
COc1ccc([N+](=O)[O-])cc1NC(=O)C(C)N1CCCC1 (configuration not stated)	1%	-2%	i	-2%	-5%	-7%	12%	-3%	i
NC(=O)C1CCCN(C(=S)Nc2ccccc2)C1 (configuration not stated)	-2%	1%	-9%	-18%	-9%	-2%	.	1%	i
O=C(NCC1COc2ccccc2O1)C1CCCN(S(=O)(=O)c2cnc[nH]2)C1 (configuration not stated)	1%	2%	i	27%	-3%	-4%	-19%	0%	i
CC(=O)Nc1ccc(NS(=O)(=O)c2cccc3nonc23)cc1	14%	-2%	i	-7%	9%	9%	0%	-3%	i
CC1CCCCN1C(=O)CN1C(=O)NC2(CCCCC2C)C1=O (configuration not stated)	0%	-10%	i	-2%	-5%	-14%	.	-3%	i
Cc1cc(C(=O)NNC(=S)NC(C)c2ccccc2)cs1 (configuration not stated)	-9%	3%	-20%	?	-17%	-11%	.	0%	i
COc1ccccc1CNCc1ccc(OC)c(OC)c1OC	-21%	4%	-2%[57.5 µM]	-2%	-11%	3%	-4%	1%	i
O=C(Nc1ccccc1F)n1ncc2cc(Cl)ccc21	11%	-4%	?	5%	7%	2%	-37%	-3%	i
COc1ccc(OC)c(NC(=O)COc2coc(CN3CCCc4ccccc43)cc2=O)c1	-17%	3%	-29%	4%	5%	-2%	-9%	-3%	i
O=C(CN1CCOCC1)Nc1cccc(Cl)c1Cl	4%	1%	21%[57.5 µM]	-2%	-5%	-4%	19%	1%	i
COc1nonc1NC(=O)CSc1nc2ccccc2[nH]1	2%	8%	i	18%	12%	2%	-18%	-1%	i
Cc1ccc(NC(=S)N/N=C2/CCCCc3ccccc32)cc1	3.5µM*	-8%	i	7%	38%	5%	3%	1%	i
CCC(C)(C)NC(=O)C(c1cccn1C)N(C(=O)Cn1nnc2ccccc21)c1ccc(NC(C)=O)cc1 (configuration not stated)	12%	7%	-2%	-3%[9.22 µM]	-2%	1%	16%	1%	i
CC(=O)c1cccc(NC(=O)C(C)Sc2nnc3ccccn23)c1 (configuration not stated)	8%	-7%	i	8%	-1%	-1%	2%	.	i
Cc1onc(-c2ccccc2)c1C(=O)Nc1cccc2nsnc12	6%	-2%	-1%[57.5 µM]	7%	8%	5%	-23%	-5%	-120%*
COc1ccc(NC(=O)N(C)C[C@H]2Oc3c(NS(=O)(=O)c4cccs4)cccc3C(=O)N([C@@H](C)CO)C[C@@H]2C)cc1	11%	-2%	i	10%	3%	1%	22%	-3%	i

Some entries already given with just PTHR1 ag and GLP1R inv ag:
| mol | PTHR1 ag | GLP1R inv ag |
| --- | --- | --- |
| NC(=O)C1CCCN(C(=S)Nc2ccccc2)C1 (configuration not stated) | -9% | -2% |
| O=C(Nc1ccccc1F)n1ncc2cc(Cl)ccc21 | ? | 11% |
| O=C(CN1CCOCC1)Nc1cccc(Cl)c1Cl | 21%[57.5 µM] | 4% |

Other entries
SMILES	GLP1R inv ag	aSyn yeast inh	PTHR1 ag	TDP43 rescue	Abeta rescue	GLP1R cytotox	FUS suppressor	Mm-Cpn inhibitor	Akt phos inh
Cc1cc(/C=C2\Sc3ccccc3N2C)cc(C)[n+]1CC1CCCO1 (configuration not stated)	?	-9%	-27%	3%	-40%	?	26%	-4%	i
O=C(c1ccc2c(c1)N(Cc1cccc(Cl)c1)C(=O)c1ccccc1S2(=O)=O)N1CCCC1	4%	.	i	-4%	-4%	1%	34%	.	.
Cc1ccc(N2CC(NC(=O)C3CCCCC3)CC2=O)cc1 (configuration not stated)	12%	.	i	0%	-2%	2%	-2%	.	.
CCc1cc2c(=O)n(CC(=O)NC3CCCCC3)cnc2s1	3%	11%	i	-24%	-1%	3%	-8%	2%	i
COc1ccc(C)cc1NC(=O)c1ccc2c(Cl)c3c(nc2c1)CCC3	-14%	.	-32%[inhibitor]	8%	-6%	2%	-1%	.	.
COc1cccc(-c2nnc(SCC(=O)NC3CCS(=O)(=O)C3)n2C)c1 (configuration not stated)	2%	-7%	i	24%	-11%	-17%	.	-2%	i
CCN1CCN(c2cc(=O)n(-c3cc(Cl)ccc3C)c(=O)[nH]2)CC1	-1%	-5%	-5%[57.5 µM]	-8%	-6%	25%	32%	2%	i
COc1ccc(-n2nnnc2SCC(=O)NCCc2ccccc2)cc1	-6%	.	i	?	9%	2%	7%	.	.
Cc1c(Cl)cccc1Nc1nn2c(=O)c3ccc(C(=O)N(C)Cc4ccccc4)cc3nc2s1	-14%	.	i	9%	-3%	0%	-20%	.	.
NC(=O)c1ccc2nc(-c3ccccc3)c(-c3ccccc3)nc2c1	40%[activator]	-10%	i	8%	-12%	11%	-18%	1%	i
COc1cccc(NC(=O)c2ccc(CNS(=O)(=O)c3ccc4c(c3)C(C)(C)C(=O)N4C)cc2)c1	?	.	-53%[inhibitor]	19%	6%	-16%	-11%	.	.
Cc1ccc(N=Cc2ccc(O)cc2O)cc1F	23%	6%	i	0%	2%	?	20%	-2%	i
COC(c1ccccc1)c1nnc(CCC(=O)N(C)C(C2CC2)C2CC2)o1 (configuration not stated)	15%	-4%	-3%	-8%	-3%	-5%	2%	0%	i
CCOC(=O)[C@]12CCCC=C1N(Cc1ccc(Cl)cc1Cl)C(=O)[C@H](CC(=O)NCc1cccc(C(F)(F)F)c1)C2	?	22%	-11%	13%	3%	-19%	?	.	i
Cc1ccc(NC(=O)c2sccc2SCc2cccc(C(F)(F)F)c2)cc1	?	1%	-10%	-11%	6%	41%[activator]	12%	2%	i

A portion of the library (hit frequency here may not be typical).
